# IDH1 R132H inh = inhibitors of human mutant IDH1 R132H. O75874. IDH1-R132H enzyme, NADPH consumption, diaphorase/resazurin fluorescence. Potency, µM (titrated, usually from 76.6 µM), for the others: top-dose activity change, negative = inhibition, usual class: inhibitors. 390,000 tested, 0.093% active. AID 602179; further: potency means the concentration at half of the fitted maximal effect; on the % scale 0 is the no-effect control and ±100 the full control effect; nearly all actives have a fitted effect of over 65% in size
# Target sequence (O75874 whole entry R132H, stated change not applied): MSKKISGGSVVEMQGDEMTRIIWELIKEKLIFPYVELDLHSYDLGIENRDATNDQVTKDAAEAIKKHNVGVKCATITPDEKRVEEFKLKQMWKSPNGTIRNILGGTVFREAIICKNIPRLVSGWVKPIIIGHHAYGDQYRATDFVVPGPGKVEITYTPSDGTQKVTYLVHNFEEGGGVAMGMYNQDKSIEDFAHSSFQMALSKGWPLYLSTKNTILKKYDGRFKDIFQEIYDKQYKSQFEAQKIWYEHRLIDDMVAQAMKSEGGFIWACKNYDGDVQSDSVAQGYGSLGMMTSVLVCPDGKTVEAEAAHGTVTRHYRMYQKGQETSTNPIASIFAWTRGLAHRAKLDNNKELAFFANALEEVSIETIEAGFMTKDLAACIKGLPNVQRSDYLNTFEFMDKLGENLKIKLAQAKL
#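 IDH1-R132H (0.5 ug/mL) preincubated 30 min with compound, then NADPH (0.016 mM) and alpha-KG (2 mM) added; 80 min at RT, pH 7.5. Remaining NADPH coupled via diaphorase/resazurin to fluorescence (540/590 nm); concentration-response curves normalized to no-enzyme control.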
# PI4K2A inh = PI4K2A (human) kinase inhibition; Q9BTU6; purified PI4K2A, ADP-Glo luminescence, 1 h; hits give low values; activity change, negative = inhibition, % at 76.9 µM; 420,000 tested, 0.13% active; in the data active means activity change below about -50%; inconclusive means mostly about -30% to -49%;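 further: -100% = wells without enzyme as full effect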
#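 ADP-Glo luminescence measured ADP generated by PI4K2A enzyme (4 ug/mL before mixing) with 1.2 mM PI substrate (pre-mix) and 300 microM ATP (pre-mix). Tris pH7.5 buffer with MgCl2, Triton X-100; 1 h reaction at ambient temperature.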
# TrxR1 substrate = rat thioredoxin reductase 1 substrate activity | 390,000 tested, 0.01% active | purified TrxR1 substrate turnover, NADPH consumption readout | Potency, µM (titrated, usually from 114 µM), for inactives: at the highest dose activity change, negative = substrate turnover; further: potency means the concentration at half of the fitted maximal effect; on the % scale 0 is the no-effect control and ±100 the full control effect; nearly all actives have a fitted effect of over 50% in size
#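 Rat TrxR1, dispensed at 90 nM, was prereduced with 400 uM NADPH (final) for 5 min at ~22 deg C, then incubated with compound 15 min before 400 uM selenite. A first-read NADPH fluorescence drop versus no-compound background flagged substrates.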
# RXFP1 ag = agonists of human relaxin receptor RXFP1 | Q9HBX9 | HEK293T-RXFP1 cAMP TR-FRET, 30 min; response scale: percent of porcine relaxin response, buffer zero | Potency, µM (doses to about 57.5 µM), without a hit: at the highest dose activation, actives largely listed as activators | 370,000 tested, 0.3% active; further: potency means the concentration at half of the fitted maximal effect; on the % scale 0 is the no-effect control and ±100 the full control effect; nearly all actives have a fitted effect of over 60% in size; many of its hits are not listed in these tables
#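 Agonist response is measured as cAMP accumulation in an RXFP1-transfected HEK293T line under PDE4 inhibition. Values are scaled between buffer-only and 29 nM porcine relaxin, and EC50s come from standard Hill equation fits.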
# Vif-A3F inh = Vif-A3F binding inhibition; HeLa A3F-eYFP + Vif (tagged APOBEC3F with the HIV-1 protein that degrades it), YFP fluorescence increase; Potency, µM (top dose mostly 46.1 µM), for inactives: at the top dose activity, negative = active; 390,000 tested, 0.2% active; further: potency means the concentration at half of the fitted maximal effect; % of control where 0% means no effect; nearly all actives have a fitted effect of over 65% in size
#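 HeLa cells stably expressing A3F-eYFP plus Vif, plated and incubated overnight at 37 deg C, then exposed to compounds overnight at 37 deg C. Blocked degradation read as raised yellow fluorescence (Ex 488/Em 500-530).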
# Vif-APOBEC3G blk = inhibitors of Vif-APOBEC3G interaction. 410,000 tested, 0.076% active. HeLa A3G-eYFP + Vif (tagged APOBEC3G with the HIV-1 protein that degrades it), YFP fluorescence, overnight. Potency, µM (series often up to 46.1 µM), for the others: at the top dose activity, negative = active, most hits filed as inhibitors. Q9HC16;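 further: potency means the concentration at half of the fitted maximal effect; on the % scale 0 is the no-effect control and ±100 the full control effect; nearly all actives have a fitted effect of over 60% in size; hits raise eYFP signal because A3G escapes Vif-driven loss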
# Target sequence (Q9HC16 whole entry, looked up): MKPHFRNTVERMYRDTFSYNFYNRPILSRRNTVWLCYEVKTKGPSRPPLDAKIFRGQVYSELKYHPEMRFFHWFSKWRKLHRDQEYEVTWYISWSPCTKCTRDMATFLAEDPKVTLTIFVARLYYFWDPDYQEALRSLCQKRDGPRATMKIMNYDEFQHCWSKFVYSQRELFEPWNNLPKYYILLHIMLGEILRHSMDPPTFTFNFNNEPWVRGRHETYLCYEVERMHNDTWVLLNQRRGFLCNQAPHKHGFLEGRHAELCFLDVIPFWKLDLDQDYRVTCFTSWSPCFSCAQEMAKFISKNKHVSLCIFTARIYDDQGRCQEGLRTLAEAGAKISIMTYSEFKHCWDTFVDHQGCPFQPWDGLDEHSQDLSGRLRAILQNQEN
#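 Read-out is eYFP fluorescence (Ex 488/Em 500-530) from Vif-expressing HeLa A3G-eYFP cells; more signal means A3G escaped Vif-mediated degradation. Cells plated overnight, compound pinned in, incubated overnight at 37 deg C.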
# Glioma ERSR ind = inducers of ER stress response in human glioma cells. U87-MG GRP78 promoter luciferase reporter, 16 h. Potency, µM, without a hit: top-dose activation, actives largely listed as activators. 420,000 tested, 0.02% active; further: potency means the concentration at half of the fitted maximal effect; series mostly up to about 76 µM; % of control where 0% means no effect; nearly all actives have a fitted effect of over 35% in size
#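 ERSR induction read as luciferase luminescence (Bright-Glo, 10 min at room temperature) in stably transfected human U87-MG glioma cells exposed to compounds for 16 h, using GRP78 as sensor.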
# USP1 inh = USP1/UAF1 (human) deubiquitinase inhibition | O94782 | recombinant USP1/UAF1, Ub-Rhodamine cleavage fluorescence | Potency, µM (titrated, usually from 57.1 µM), without a hit: at the highest dose activity change, negative = inhibition, most hits filed as inhibitors | 390,000 tested, 0.23% active | AID 743255; further: potency means the concentration at half of the fitted maximal effect; on the % scale 0 is the no-effect control and ±100 the full control effect; nearly all actives have a fitted effect of over 60% in size; inactives centre near -12
#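 1 nM enzyme complex + cpd, 15 min RT; start with Ub-Rho 150nM final; kinetic fluorescence ex 480/em 540, 6 reads q60 s. Buffer 50mM HEPES pH 7.8, 0.5mM EDTA, 0.1 mg/ml BSA, 1mM TCEP, 0.01% Tween-20.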
# LDHA inh = blocks human lactate dehydrogenase A; purified LDHA, NADH/diaphorase-resazurin fluorescence; hits give low values; activity change, % (values are at about 110 or 230 µM); 480,000 tested, 0.15% active; in the data active means activity change below about -30%; inconclusive means mostly about -25% to -30%;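 further: plate controls were DMSO wells for no effect and wells without enzyme for full effect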
#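 LDH5 2 nM; NADH 0.06 mM, pyruvate 0.2 mM; 200 mM Tris pH 7.4, EDTA, Tween-20; 5 min RT. Detection: diaphorase 0.133 mg/mL + resazurin 37 µM, fluorescence ex540/em590 at 0 and 20 min; normalized to enzyme-free and DMSO wells.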
# * = called active by the depositor; u = inconclusive; x = no result given; & = joins results of further samples; [ ] = remark or other dose. Unless noted, the call rests on the fitted dose curve; in most records, active means well fitted curve in the direction sought with a large enough effect; inconclusive means small, poorly fitted or top-dose-only effect, or another doubt; inactive means no such curve, though single readings can be large; an effect the other way counts as inactive or inconclusive. Not all compounds are listed. The share of hits here may be higher or lower than overall.
item	SMILES	IDH1 R132H inh	PI4K2A inh	TrxR1 substrate	RXFP1 ag	Vif-A3F inh	Vif-APOBEC3G blk	Glioma ERSR ind	USP1 inh	LDHA inh
1	Cc1cc(C)cc(NC(=O)Cn2c(=O)n(Cc3ccco3)c(=O)c3oc4ccccc4c32)c1	0%	-4	-6%	2.6%	-4%	0%	-4%	-8%	1
2	COc1ccccc1NC(=O)CSc1nnc2c3ccccc3n(C)c2n1	-7%	1	0%[57.1 µM]	0.4%	8%	1%	1%	-36%	-7
3	CCc1cc(=O)[nH]c(SCc2cccc3ccccc23)n1	7%	6	-6%	-0.1%	7%	1%	-4%	-8%	-1
4	CCOc1ccc(CSC(=N)N)cc1Cl	7%	6	-6%	4.9%	3%	-1%	-2%	-10%	-7
5	COc1ccc2c(c1)cc1c(=O)n(CC(=O)NC(C)C)nc(C)n12	-5%	0	12%	12%	2%	-4%	-2%	0%	0
6	CCOC(=O)c1ccc(NC(=S)N(CCN2CCCCCC2)Cc2cccs2)cc1	-6%	4	0%	2.0%	14%	1%	-3%	-23%	-5
7	N#CCCn1cc(C(N)=O)c(-c2cccs2)n1	-14%	-1	-2%	2.8%	2%	3%	2%	-9%	-8
8	Cc1ccccc1C(=O)OCC(=O)N1CC(=O)Nc2ccccc21	10%	5	x	x	0%	-4%	-4%	-24%	1
9	CC(NS(=O)(=O)c1ccc(OCC(=O)N2CCCC2)cc1)c1ccccc1 (stereo not drawn)	3%	-2	2%	-4.3%	1%	-6%	-4%	-4%	-4
10	COc1ccc(CCNC(=O)c2ccc3nc(N4CCOCC4)sc3c2)cc1OC	-10%	-19	-7%	0.2%	0%	-4%	-2%	-12%	-16&6
11	Cc1cccc(OC(=O)CSc2nnc(-c3ccc4c(c3)OCO4)o2)c1C	1%	-2	-5%	-0.3%	0%	-5%	-5%	-14%	0
12	O=C(CNC(=O)c1ccccc1F)OCn1nnc2ccccc2c1=O	-15%	2	-7%	0.3%	1%	-1%	2%	-17%	-2
13	Cc1ccc(/C=C/C(=O)Nc2cccc3ncccc23)o1	1%	2	-4%	-1.1%	-4%	-4%	0%	-10%	6
14	CCn1c(COc2ccccc2)nc2ccccc21	3%	11	2%	0.8%	5%	0%	7%	-19%	-4
15	CCCCOc1[nH]c2nc(-c3ccco3)n(Cc3ccco3)c(=N)c2c1C#N	-1%	-4	-6%	0.0%	2%	-1%	-1%	-19%	1
16	Cc1cccnc1C(NC(=O)C1CCN(Cc2ccc(Cl)c(Cl)c2)CC1)c1ccc(Cl)cc1 (stereo not drawn)	x	0	x	x	x	-9%	-4%	x	-1
17	CN(CC(=O)Nc1cccc(F)c1)CC(=O)N(C)CC(=O)Nc1ccccc1Br	3%	-1	-3%	1.9%	0%	-6%	-5%	-22%	-6
18	COc1cccc(CNC(=O)CN2C(=O)NC(c3ccccc3)(c3ccccc3)C2=O)c1	-9%	0	1%	-0.2%	0%	-3%	6%	-22%	-2
19	FC(F)(F)c1cnc2c(c1)[nH]c(=S)n2-c1ccc(Cl)cc1	14%	1	-9%	0.0%	8%	2%	-5%	-16%	-3
20	CCCCc1nc(SCCOC)c2c(=O)n(C)c(=O)n(C)c2n1	8%	-5	6%[57.1 µM]	4.4%	0%	-4%	-7%	-19%	-11
21	c1ccc(Cn2c(SCCN3CCOCC3)nnc2-c2cccnc2)cc1	-1%	2	8%[57.1 µM]	4.3%	2%	1%	1%	-16%	-17
22	Cc1ccc(S(=O)(=O)NC(=O)Cn2nnc(-c3ccccc3)c2COc2ccc3ccccc3c2)cc1	x	-5	x	x	x	-1%	-2%	x	-13
23	COc1ccc(-c2ccc(CCC(=O)O)n2NC(=O)c2ccc(C(C)(C)C)cc2)cc1	-1%	-5	-8%	1.2%	3%	0%	-4%	-10%	-4
24	COc1ccccc1-c1cc(C(=O)NCCN2CCOCC2)no1	5%	3	19%[57.1 µM]	-0.2%	-8%	2%	-3%	-5%	-3
25	CCc1ccc(OCC(=O)N(C)CCC#N)c(Br)c1	-10%	2	1%	2.6%	-4%	0%	-1%	-10%	-10
26	Cc1ccc(-c2nc3cccnc3s2)cc1NS(=O)(=O)c1ccc2c(c1)CCCC2	1%	8	28%[57.1 µM]	15%	-11%	-12%	1%	-19%	6
27	CC1(C)CC(=O)C(C=NCCCO)=C(O)C1	0%	4	0%	0.6%	-5%	0%	-1%	-13%	-3
28	O=C(NC1CCN(Cc2ccccc2Cl)CC1)c1ccccc1	10%	1	0%	3.8%	-6%	0%	1%	-10%	-3
29	CCc1nc(-n2[nH]c(=O)c3ccccc3c2=O)c2c3c(sc2n1)CCCC3	8%	-4	6%	x	-4%	-30%	4%	-6%	-2
30	Cc1ccc2c(c1)c1nnc(SCC(=O)Nc3cccc(Cl)c3C)nc1n2CC(=O)O	-9%	0	2%[57.1 µM]	2.5%	-13%	9%	-2%	-7%	-5

# Part of the list above, reformatted:
14: CCn1c(COc2ccccc2)nc2ccccc21
17: CN(CC(=O)Nc1cccc(F)c1)CC(=O)N(C)CC(=O)Nc1ccccc1Br
16: Cc1cccnc1C(NC(=O)C1CCN(Cc2ccc(Cl)c(Cl)c2)CC1)c1ccc(Cl)cc1 (stereo not drawn)
entry no.	14	17	16
IDH1 R132H inh	3%	3%	x
PI4K2A inh	11	-1	0
TrxR1 substrate	2%	-3%	x
RXFP1 ag	0.8%	1.9%	x
Vif-A3F inh	5%	0%	x
Vif-APOBEC3G blk	0%	-6%	-9%
Glioma ERSR ind	7%	-5%	-4%
USP1 inh	-19%	-22%	x
LDHA inh	-4	-6	-1

# Grouped by structure, the entries above containing fluorine.
item	SMILES	IDH1 R132H inh	PI4K2A inh	TrxR1 substrate	RXFP1 ag	Vif-A3F inh	Vif-APOBEC3G blk	Glioma ERSR ind	USP1 inh	LDHA inh
12	O=C(CNC(=O)c1ccccc1F)OCn1nnc2ccccc2c1=O	-15%	2	-7%	0.3%	1%	-1%	2%	-17%	-2
17	CN(CC(=O)Nc1cccc(F)c1)CC(=O)N(C)CC(=O)Nc1ccccc1Br	3%	-1	-3%	1.9%	0%	-6%	-5%	-22%	-6
19	FC(F)(F)c1cnc2c(c1)[nH]c(=S)n2-c1ccc(Cl)cc1	14%	1	-9%	0.0%	8%	2%	-5%	-16%	-3

# Looked up one by one from above:
item	SMILES	IDH1 R132H inh	PI4K2A inh	TrxR1 substrate	RXFP1 ag	Vif-A3F inh	Vif-APOBEC3G blk	Glioma ERSR ind	USP1 inh	LDHA inh
9	CC(NS(=O)(=O)c1ccc(OCC(=O)N2CCCC2)cc1)c1ccccc1 (stereo not drawn)	3%	-2	2%	-4.3%	1%	-6%	-4%	-4%	-4
27	CC1(C)CC(=O)C(C=NCCCO)=C(O)C1	0%	4	0%	0.6%	-5%	0%	-1%	-13%	-3

# Later entries.
# Key to letters: A = IDH1 R132H inh; B = PI4K2A inh; C = TrxR1 substrate; D = RXFP1 ag; E = Vif-A3F inh; F = Vif-APOBEC3G blk; G = Glioma ERSR ind; H = USP1 inh; I = LDHA inh
31: COc1cc(OC)c(N(C)C(=O)CSc2c3c(nc4ccc(Cl)cc24)CCCC3)cc1Cl
  A = 1%	B = 0	C = -9%	D = 4.5%	E = 1%	F = -10%	G = -11%	H = 11%	I = 6

32: CC(=O)c1ccc(S(=O)(=O)N2CCN(c3ccnc4cc(Cl)ccc34)CC2)cc1
  A = -4%	B = -3	C = x	D = x	E = 0%	F = 0%	G = 2%	H = -16%	I = -3

33: O=C(Cn1c(=O)n(-c2cccc(C(F)(F)F)c2)c(=O)c2sccc21)NCC1CCCO1 (stereo not drawn)
  A = -1%	B = -3	C = -5%[57.1 µM]	D = -2.2%	E = 1%	F = 0%	G = -3%	H = -19%	I = -8

34: COc1ccc2c(c1)c1c(c(=O)n(-c3ccccc3C)c(=O)n1CC(N)=O)n2C
  A = 4%	B = 2	C = 415%[activator]	D = 5.1%	E = 6%	F = 4%	G = -4%	H = -23%	I = -1

35: CCC1(C)CC(CCN(Cc2ccco2)C(C)=O)(c2ccccc2)CCO1 (stereo not drawn)
  A = 2%	B = 1	C = 3%	D = 0.4%	E = -4%	F = 2%	G = -2%	H = -13%	I = -3

36: CCc1cccc(C)c1NC(=O)CC1Oc2ccc(C)cc2NC1=O (stereo not drawn)
  A = -1%&12%	B = 6&0	C = 3%&10%	D = -0.7%&-0.3%	E = -14%&0%	F = 0%&1%	G = -8%&-5%	H = u	I = -1&2

37: Cc1cccc(-n2c(CNC(=O)c3ccc(S(=O)(=O)N4CCCC4)cc3)n[nH]c2=S)c1
  A = -2%	B = 0	C = 2%[57.1 µM]	D = -2.5%	E = -2%	F = -1%	G = -3%	H = 2%	I = -8

38: O=C1C(=O)c2ccccc2C(O)=C1CC=C(Cl)Cl
  A = 18%	B = -13	C = -12%	D = x	E = -16%	F = 0%	G = -1%	H = -26%	I = 27

39: CN1C2C=C3C(C#N)=C(N)C(C#N)(C#N)[C@H](c4c(F)cccc4F)[C@H]3C1CC2 (stereo partly drawn)
  A = -5%	B = -3	C = 13%	D = 1.5%	E = -1%	F = -2%	G = 15%	H = 0%	I = 4

# Bioassay records: PubChem, National Center for Advancing Translational Sciences (NCATS)
